GAA glycogen mod: alters human alpha-glucosidase cleavage of glycogen; P10253; recombinant GAA, glycogen substrate, Amplex Red glucose oxidase fluorescence; Potency, µM (doses to about 76.4 µM), for the others: at the top dose activity change, negative = inhibition, most hits filed as inhibitors; 300,000 tested, 0.38% active; AID 2100;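 also: 0% = full enzyme reaction and -100% = no-enzyme basal signal; the screen sought inhibitors and activators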
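Recombinant human enzyme (4 nM); glycogen substrate; 37 C, 40 min, pH 5.0. Readout: coupled glucose oxidase/Amplex Red fluorescence.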
Tau fluor counter: counter-screen for tau fibril formation inhibitors; tau K18 P301L (four-repeat tau fragment) Alexa594 fluorescence, heparin fibrillization; Potency, µM (top dose mostly 57.7 µM), inactives show at the highest dose activity change, negative = decrease; 280,000 tested, 0.93% active; also: % is scaled to controls: 0 for no effect and ±100 for the full control effect; nearly all actives have a fitted effect of over 55% in size
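Human K18 P301L tau (15 uM unlabeled plus 0.24 uM Alexa 594-labeled, final) in 100 mM sodium acetate pH 7 was mixed with compound and 20 uM heparin and incubated 6 hr at 37 C.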
GAA inhib: blocks human lysosomal alpha-glucosidase; P10253; purified human GAA, 4-MU-alpha-glucoside fluorescence; Potency, µM (doses to about 76.9 µM), for the others: at the top dose activity change, negative = inhibition, most hits filed as inhibitors; 200,000 tested, 0.005% active;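 also: plate controls were uninhibited enzyme wells for no effect and no-enzyme background for full effect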
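Endpoint fluorogenic read: 20 min room-temperature reaction of 4 nM human alpha-glucosidase with 400 uM 4-methylumbelliferyl-alpha-D-pyranoside, pH 5.0, quenched with 1M NaOH/1M glycine pH 10. AC50 from Hill modeling.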
ALDH1A1 inh: inhibitors of human aldehyde dehydrogenase 1A1. P00352. Purified ALDH1A1, NADH fluorescence, propionaldehyde substrate. AID 1030. 220,000 tested, 7.3% active. Potency, µM (series often up to 75.3 µM), inactives show at the highest dose activity, negative = inhibition, actives largely listed as inhibitors; active = well fitted inhibition curve with a large enough effect, not every such curve was filed as active; inconclusive = small, poorly fitted or top-dose-only effect, or another doubt; inactive = no such curve, though single readings can be large or run the other way;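 also: plate controls were no enzyme wells and a reference inhibitor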
Target sequence (P00352 whole entry, looked up): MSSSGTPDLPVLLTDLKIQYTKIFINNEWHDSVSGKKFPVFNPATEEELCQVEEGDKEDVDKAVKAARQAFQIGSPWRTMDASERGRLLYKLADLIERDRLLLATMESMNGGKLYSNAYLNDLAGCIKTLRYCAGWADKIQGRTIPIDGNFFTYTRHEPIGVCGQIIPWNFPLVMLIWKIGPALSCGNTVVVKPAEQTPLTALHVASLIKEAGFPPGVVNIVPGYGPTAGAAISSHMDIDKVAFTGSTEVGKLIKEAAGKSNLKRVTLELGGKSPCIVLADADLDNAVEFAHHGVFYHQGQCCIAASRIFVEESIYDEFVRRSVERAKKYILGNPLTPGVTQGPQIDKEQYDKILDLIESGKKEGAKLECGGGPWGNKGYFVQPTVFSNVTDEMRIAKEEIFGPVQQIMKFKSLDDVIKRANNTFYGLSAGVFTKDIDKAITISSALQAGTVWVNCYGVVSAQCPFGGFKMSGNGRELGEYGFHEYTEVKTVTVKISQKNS
NPSR antagonist: neuropeptide S receptor (human) antagonism, cAMP. Q6W5P4. CHO-NPSR cells, cAMP TR-FRET, antagonist mode. Potency, µM (series often up to 38.3 µM), for inactives: at the top dose activity change, negative = inhibition, hits mostly inhibitors. 220,000 tested, 1% active; also: % is scaled to controls: 0 for no effect and ±100 for the full control effect; nearly all actives have a fitted effect of over 50% in size; many of its hits are not listed in these tables
Epigenetic derep: epigenetic control regulation, reporter derepression. murine LDR cells, GFP reporter derepression, 30 h. Potency, µM (highest dose often 53.9 µM), for inactives: at the highest dose GFP activation, actives largely listed as activators. 280,000 tested, 0.2% active. AID 1865; also: % of control where 0% means no effect; nearly all actives have a fitted effect of over 60% in size
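Reporter derepression read as number of fluorescent GFP-positive objects, 20-120 um in size, counted by laser-scanning cytometer. Mouse LDR line with an epigenetically silenced CMV-GFP locus; compound incubation 30 h, 37 C.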
GLA spleen mod: alpha-galactosidase A (human) modulation. P06280. human spleen homogenate, 4MU-alpha-Gal fluorescence, 40 min. AID 2107. 240,000 tested, 0.008% active. Potency, µM (top dose mostly 80 µM), inactives show at the top dose activity change, negative = inhibition, actives largely listed as inhibitors;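 also: 0% = enzyme with vehicle and -100% = no enzyme basal signal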
Target sequence (P06280 32-429 limits assumed): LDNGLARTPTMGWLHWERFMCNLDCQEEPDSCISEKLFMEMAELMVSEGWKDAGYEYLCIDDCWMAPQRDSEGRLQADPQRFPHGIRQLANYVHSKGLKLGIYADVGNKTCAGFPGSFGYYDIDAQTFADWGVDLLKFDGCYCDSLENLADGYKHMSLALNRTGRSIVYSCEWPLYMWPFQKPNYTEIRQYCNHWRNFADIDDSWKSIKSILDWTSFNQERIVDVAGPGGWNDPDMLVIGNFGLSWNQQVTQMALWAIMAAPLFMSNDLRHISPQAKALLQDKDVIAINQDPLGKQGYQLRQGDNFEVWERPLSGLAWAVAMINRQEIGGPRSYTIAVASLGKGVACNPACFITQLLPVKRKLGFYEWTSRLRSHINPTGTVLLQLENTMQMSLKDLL
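qHTS titration in buffer at pH 5.0. Alpha-galactosidase activity in spleen homogenate was measured via 4-methylumbelliferone release from 1 mM fluorogenic substrate after 40 min at 37C and a pH 10 stop. AC50 came from Hill fits of control-normalized data.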
GAA spleen mod: lysosomal alpha-glucosidase (human) modulation; Potency, µM (series often up to 79.9 µM), without a hit: top-dose activity change, negative = inhibition, usual class: inhibitors; human spleen homogenate, 4-MU-alpha-glucoside fluorescence; 240,000 tested, 0.006% active; P10253;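 also: 0% = enzyme with vehicle and -100% = no enzyme basal signal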
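Human spleen homogenate (1 ug) with 4-methylumbelliferyl-alpha-D-glucopyranoside (1 mM final) in 50 mM citrate/phosphate pH 5.0, 0.01% Tween-20; 40 min at 37 C. Stopped at pH 10; 4-MU fluorescence Ex 365/Em 440 nm; AC50 by Hill fit.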
Starred values were filed as active, the others as inactive; ? = inconclusive; / = not tested or not shown; [ ] = another dose, or the depositor's remark. Unless noted, calls follow the shape of the dose curve; as a rule, active = well fitted curve in the direction sought with a large enough effect; inconclusive = small, poorly fitted or top-dose-only effect, or another doubt; inactive = no such curve, though single readings can be large; an effect the other way counts as inactive or inconclusive. Potency is read from the fitted curve at half-maximal effect. Some of the compounds tested; the hit share may differ from the screen's.

1: O=C(O)c1ccc(COc2c(F)c(F)cc(F)c2F)o1
2: COCCn1c(SCC(=O)Nc2cc(C(C)(C)C)nn2-c2ccccc2)nnc1-c1ccncc1
3: O=C1NC(=O)/C(=C\c2ccccc2OCc2ccccc2)S1
4: O=C(c1ccccn1)N1CC=C(c2ccccc2)CC1
5: O=C(COC(=O)C1(c2ccc(Cl)cc2)CCCC1)NCc1ccco1
6: O=C(CSc1nc(O)cc(=O)n1-c1ccccc1)NC1CCCCC1
7: CCCCN(C(=O)c1cccc2c(=O)c(C)c(-c3ccccc3)oc12)c1ccccc1
8: O=C(CCn1cnc2ccccc21)N/N=C/c1ccccc1O

assay / compound,1,2,3,4,5,6,7,8
GAA glycogen mod,-17%,13%,2%,3%,-6%,9%,-5%,12%
Tau fluor counter,-15%,-3%,-14%,3%,-8%,-4%,-5%,16%
GAA inhib,-5%,-7%,-8%,-11%,0%,5%,?,?
ALDH1A1 inh,-2%,14%,?,?,?,25µM*,-10%,3%
NPSR antagonist,-12%[46.1 µM],8%,-30%,13%,-18%,22%[46.1 µM],?,11%
Epigenetic derep,0.0%,-1.1%,-0.1%,-2.2%,-0.1%,0.7%,6.0%,0.0%
GLA spleen mod,-6%,-1%,-5%,-26%,3%,-2%,-5%,?
GAA spleen mod,-6%,-5%,/,-23%,2%,-5%,-10%,22%

9: COc1ccc(C(=O)NNC(=O)c2ccccc2[N+](=O)[O-])cc1[N+](=O)[O-]
10: COc1cc(C2C(C#N)=C(N)Oc3c2c(-c2ccccc2)nn3-c2ccccc2)cc(OC)c1OC (stereo unspecified)
11: O=c1ncn(-c2ccccc2F)c2ncccc12
12: CCOC(=O)c1oc2c(CN3CCCCC3C)c(O)ccc2c(=O)c1-c1ccc(OC)c(OC)c1 (stereo unspecified)
13: CC1=C(C(=O)N2CCOCC2)C(c2ccccc2F)NC(=O)N1 (stereo unspecified)
14: CCOC(=O)C1(CC2CCCCO2)CCN(Cc2cc(F)ccc2-n2cccn2)CC1 (stereo unspecified)
15: O=C(CCn1nnc(-c2cccs2)n1)NC1CCCCC1
16: CN(C)C=NC(=O)c1cc(C(=O)c2ccc(Cl)cc2)c[nH]1

assay / compound,9,10,11,12,13,14,15,16
GAA glycogen mod,-7%,?,-4%,0%,1%,-20%,3%,-6%
Tau fluor counter,-1%,?,3%,-2%,2%,4%[2.34 µM],-9%,10%
GAA inhib,4%,2%,5%,7%,-4%,-4%,1%,?
ALDH1A1 inh,13µM*,-6%,-13%,-1%,12%,-9%,7%,-3%
NPSR antagonist,5%,7%,-1%[46.1 µM],-15%[46.1 µM],5%,1%,-7%[46.1 µM],-18%
Epigenetic derep,4.3%,0.0%,-2.3%,-2.8%,-2.2%,0.0%,0.0%,1.1%
GLA spleen mod,0%,1%,-23%,-3%,3%,4%,-8%,-6%
GAA spleen mod,-4%,-12%,-1%,-4%,-2%,-4%,-5%,0%

17: CC(C)N1C(=O)N(c2ccccc2)C(C)(O)CC1(C)C (stereo unspecified)
18: Clc1ccc(NC2(c3nnnn3C3CCCCC3)CCCCC2)cc1
19: Cc1ccc(-c2noc(CCC(=O)NC3CCN(Cc4ccccc4)CC3)n2)cc1
20: C=CCN(c1ccccc1OC)S(=O)(=O)c1ccc(Cl)c(C(=O)Nc2ccc(N3CCOCC3)cc2)c1
21: COc1cccc(NC(=O)CC(c2ccc(OC(C)C)cc2)c2ccccc2OC)c1 (stereo unspecified)
22: CC(C)(OC1OC(CO)C(O)C(O)C1O)[C@H]1Oc2ccc3ccc(=O)oc3c2[C@H]1O (stereo partly specified)
23: c1ccc2c(c1)c1ccccc1n2CN1CCOCC1
24: CCOC(=O)N1CCN(C(=O)C2CC(=O)N(Cc3ccc(OC)cc3)C2)CC1 (stereo unspecified)

assay / compound,17,18,19,20,21,22,23,24
GAA glycogen mod,20%,2%,6%,4%,5%,0%,3%,-1%
Tau fluor counter,-2%,-8%,1%,-28%,-3%,-5%,-5%,2%
GAA inhib,0%,3%,-13%,-7%,1%,4%,-1%,-1%
ALDH1A1 inh,0%,22%,0%,-3%,2%,?,6%,?
NPSR antagonist,2%[46.1 µM],?,17%[46.1 µM],-36%,-22%,10%,2%[46.1 µM],-19%[46.1 µM]
Epigenetic derep,0.0%,-1.0%,0.0%,9.8%,-1.6%,2.3%,1.2%,-0.8%
GLA spleen mod,4%,18%,-2%,-1%,-4%,7%,-5%,-3%
GAA spleen mod,-7%,10%,1%,6%,-2%,1%,1%,-3%

25: CC(=O)OCCNc1cc(N2CCN(C)CC2)c2noc3c2c1C(=O)c1ccccc1-3
26: CCN(CC)S(=O)(=O)c1ccc(NC(=O)COC(=O)CNS(=O)(=O)/C=C/c2ccccc2)cc1
27: CC1=CC(C)(C)NC(=S)N1c1ccc(C)c(C)c1
28: O=C(CCc1nc(-c2ccccc2F)no1)NC1CCCCCC1
29: O=C(O)c1ccc(-n2nnnc2SCc2ccccc2F)cc1
30: O=C(NCc1ccco1)c1ccc(CN2CCOCC2)cc1
31: O=C(O)CC12CC3CC(C1)CC(n1ncc(NCc4ccccc4)c(Cl)c1=O)(C3)C2
32: Cc1ccc2c(c1)Cc1nc3ccccc3nc1-2

assay / compound,25,26,27,28,29,30,31,32
GAA glycogen mod,-5%,-5%,5%,7%,-4%,-12%,4%,2%
Tau fluor counter,?,-4%,-6%,7%,-3%,-1%,5%,-21%
GAA inhib,-2%,-4%,5%,-3%,2%[15.4 µM],-6%,/,?
ALDH1A1 inh,-3%,1µM*,2%,-11%,?,-7%,/,?
NPSR antagonist,10µM*,17%,-6%,-7%[46.1 µM],1%[46.1 µM],7%[46.1 µM],7%,1%
Epigenetic derep,2.0%,-1.5%,1.4%,-0.5%,1.0%,0.8%,0.1%,-0.1%
GLA spleen mod,4%,-5%,-5%,-14%,-6%,6%,7%,15%
GAA spleen mod,6%,-2%,0%,-4%,-14%,2%,10%,-2%

Reprinted at random: 6 compounds from above, in no set order.
28: O=C(CCc1nc(-c2ccccc2F)no1)NC1CCCCCC1
32: Cc1ccc2c(c1)Cc1nc3ccccc3nc1-2
25: CC(=O)OCCNc1cc(N2CCN(C)CC2)c2noc3c2c1C(=O)c1ccccc1-3
29: O=C(O)c1ccc(-n2nnnc2SCc2ccccc2F)cc1
31: O=C(O)CC12CC3CC(C1)CC(n1ncc(NCc4ccccc4)c(Cl)c1=O)(C3)C2
26: CCN(CC)S(=O)(=O)c1ccc(NC(=O)COC(=O)CNS(=O)(=O)/C=C/c2ccccc2)cc1

assay / compound,28,32,25,29,31,26
GAA glycogen mod,7%,2%,-5%,-4%,4%,-5%
Tau fluor counter,7%,-21%,?,-3%,5%,-4%
GAA inhib,-3%,?,-2%,2%[15.4 µM],/,-4%
ALDH1A1 inh,-11%,?,-3%,?,/,1µM*
NPSR antagonist,-7%[46.1 µM],1%,10µM*,1%[46.1 µM],7%,17%
Epigenetic derep,-0.5%,-0.1%,2.0%,1.0%,0.1%,-1.5%
GLA spleen mod,-14%,15%,4%,-6%,7%,-5%
GAA spleen mod,-4%,-2%,6%,-14%,10%,-2%

Following part:
33: O=C(CC1C(=O)NCCN1Cc1ccc(F)cc1)NCCOc1cccnc1 (stereo unspecified)
34: COc1ccc(CCNC(=O)c2ccc3nc(-c4ccco4)c(-c4ccco4)nc3c2)cc1OC
35: COc1ccc(C(=O)n2cc(C(=O)c3cc(C)ccc3O)cn2)cc1OC
36: CC(=O)Nc1ccc(NC(=O)CSc2nnc3c4ccccc4n(C)c3n2)cc1
37: Cc1cc(C(=O)NC(=S)Nc2cccc(C(=O)O)c2C)ccc1[N+](=O)[O-]
38: Cc1ccc(NC(=O)c2ccc(CSc3nccc(C)n3)cc2)cc1
39: CC(C)Oc1ccc(C(=O)CCN2CCCCC2)cc1
40: Cc1ccccc1CC1(CO)CCCN(C(=O)c2cc(-c3ccccc3)no2)C1 (stereo unspecified)

assay / compound,33,34,35,36,37,38,39,40
GAA glycogen mod,-13%,-4%,3%,2%,-6%,-6%,8%,-10%
Tau fluor counter,-4%,13µM*[quencher],-9%,1%,5%,-6%,10%,-18%
GAA inhib,/,-4%,4%,10%,-1%,4%,-1%,2%
ALDH1A1 inh,-7%,0.32µM*,0.16µM*,6%,-4%,14%,0.071µM*,6%
NPSR antagonist,-26%,?,-5%,-2%,15%,-15%[46.1 µM],-1%[46.1 µM],18%
Epigenetic derep,-1.2%,-1.8%,0.0%,1.1%,-4.4%,-1.0%,8.1%,6.0%
GLA spleen mod,-4%,-8%,-3%,2%,-12%,1%,5%,2%
GAA spleen mod,-8%,-14%,-1%,-16%,4%,-6%,1%,-5%

41: Cc1ccc2nc(-c3ccccn3)cc(C(=O)Nc3ccc(S(=O)(=O)N4CCOCC4)cc3)c2c1
42: COc1ccc(S(=O)(=O)N2CCOC2CNC(=O)C(=O)NCCc2c[nH]c3ccccc23)cc1 (stereo unspecified)
43: CC1(C)CC(=O)C(N=Nc2cc3c(cc2[N+](=O)[O-])OCCO3)=C(O)C1
44: N#Cc1c(NCCN)nc(-c2ccccc2)c2c1CCCC2
45: O=C(C1CCCCC1)N1CCN(S(=O)(=O)c2ccc(Br)cc2)CC1
46: Cc1nn(-c2ccccc2C(F)(F)F)c(=O)c2noc(C)c12
47: C#CCOCCOCCOCCNc1nc(N2CCN(C(=O)[C@H](CCCCN)n3cc([C@@H](N)C(C)CC)nn3)CC2)nc(N2CCN(C(=O)[C@H](Cc3ccc(O)cc3)n3cc([C@@H](N)C(C)CC)nn3)CC2)n1 (stereo partly specified)
48: CN(/N=C/c1ccc2c(c1)OCO2)c1nc(N2CCOCC2)nc(N2CCOCC2)n1

assay / compound,41,42,43,44,45,46,47,48
GAA glycogen mod,-4%,-11%,1%,6%,2%,0%,-7%,-7%
Tau fluor counter,?,-21%,1%,-12%,-7%,-13%,-3%,-3%
GAA inhib,4%,-3%,4%,?,-7%,-10%[15.4 µM],/,-3%
ALDH1A1 inh,?,-6%,0.56µM*,?,-9%,4%,?,6%
NPSR antagonist,-16%,7%,-3%,20%[46.1 µM],-22%[46.1 µM],-8%,-12%,23%
Epigenetic derep,5.3%,-3.1%,1.7%,-2.6%,0.0%,12%,0.0%,-0.2%
GLA spleen mod,2%,2%,1%,0%,7%,-2%,-4%,-7%
GAA spleen mod,-8%,1%,-6%,-10%,-18%,-6%,-4%,-1%
